# From PubChem BioAssay
# Tau fluor cs: Counterscreen qHTS for Inhibitors of Tau Fibril Formation, Fluorescence Polarization; tau K18 P301L Alexa594 fluorescence, heparin fibrillization; Potency, µM (doses to about 57.7 µM), for inactives: top-dose activity change, negative = decrease; 0.93% of 280,000 active; further: on the % scale 0 is the no-effect control and ±100 the full control effect; nearly all actives have a fitted effect of over 55% in size
#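 Human K18 P301L tau (15 uM unlabeled plus 0.24 uM Alexa 594-labeled, final) in 100 mM sodium acetate pH 7 was mixed with compound and 20 uM heparin and incubated 6 hr at 37 C.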
# Tau ThT inhib: qHTS for Inhibitors of Tau Fibril Formation, Thioflavin T Binding. Microtubule-associated protein tau (Homo sapiens), P10636. recombinant tau K18 P301L (four-repeat tau fragment), heparin-induced fibrillization, ThT fluorescence. Potency, µM (doses to about 57.4 µM), without a hit: top-dose activity, negative = inhibition, actives largely listed as inhibitors. 2.1% of 270,000 active. AID 1460, 2008; further: on the % scale 0 is the no-effect control and ±100 the full control effect; nearly all actives have a fitted effect of over 55% in size
# Target sequence (P10636 561-689 P618L limits assumed): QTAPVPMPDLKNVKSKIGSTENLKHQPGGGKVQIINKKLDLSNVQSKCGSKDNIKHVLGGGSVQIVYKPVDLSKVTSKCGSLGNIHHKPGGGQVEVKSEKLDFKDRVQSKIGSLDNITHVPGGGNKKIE
#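 Heparin-induced fibrillization of the P301L-mutant K18 repeat-domain fragment of human tau was followed by ThT binding in quantitative high-throughput format.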
# GAA glycogen mod: qHTS Assay for Inhibitors and Activators of Human alpha-Glucosidase Cleavage of Glycogen; 0.38% of 300,000 active; recombinant GAA, glycogen substrate, Amplex Red glucose oxidase fluorescence; Potency, µM (top dose mostly 76.4 µM), for the others: at the highest dose activity change, negative = inhibition, actives largely listed as inhibitors;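 further: 0% = full enzyme reaction and -100% = no-enzyme basal signal; the screen sought inhibitors and activators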
#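 Recombinant enzyme (4 nM final) with compounds titrated up to 77 uM and bovine liver glycogen (30 ug) in citrate pH 5.0, 0.01% Tween-20, 37 C 40 min. Released glucose detected by Amplex Red/glucose oxidase (Ex 573/Em 610); AC50 from Hill fits.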
# GLA spleen mod: qHTS Assay for Inhibitors and Activators of Human alpha-Galactosidase From Spleen Homogenate | Alpha-galactosidase A (Homo sapiens), P06280 | human spleen homogenate, 4MU-alpha-Gal fluorescence, 40 min | Potency, µM (titrated, usually from 80 µM), for the others: at the top dose activity change, negative = inhibition, most hits filed as inhibitors | 0.008% of 240,000 active | AID 2107, 2009;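 further: 0% = enzyme with vehicle and -100% = no enzyme basal signal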
# Target sequence (P06280 32-429 limits assumed): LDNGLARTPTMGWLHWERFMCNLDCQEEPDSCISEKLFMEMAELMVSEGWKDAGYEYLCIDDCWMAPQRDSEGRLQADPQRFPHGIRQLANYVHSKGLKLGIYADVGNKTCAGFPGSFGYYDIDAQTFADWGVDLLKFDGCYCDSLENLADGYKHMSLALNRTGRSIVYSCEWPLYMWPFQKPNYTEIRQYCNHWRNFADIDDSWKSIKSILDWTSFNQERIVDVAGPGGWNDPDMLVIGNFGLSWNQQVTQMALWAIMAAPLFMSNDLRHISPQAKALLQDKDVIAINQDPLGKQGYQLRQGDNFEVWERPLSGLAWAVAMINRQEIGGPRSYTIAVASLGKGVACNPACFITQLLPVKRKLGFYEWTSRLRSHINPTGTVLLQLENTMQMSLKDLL
#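 Spleen homogenate 1 ug + cpd (titration) + 4-MU-alpha-D-galactopyranoside 1 mM; 37C 40 min; 50 mM citrate/phosphate pH 5.0, 0.01% Tween-20; stop pH 10; fluorescence 365/440; AC50 via Hill.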
# HTT cytoprotect: qHTS Multiplex Assay to Identify Dual Action Probes in a Cell Model of Huntington: Cytoprotection (ATP). PC12 HTT-Q103 induced, cytoprotection, ATP luminescence, 40 h. Potency, µM (highest dose often 56.4 µM), without a hit: cytoprotection (ATP increase), actives largely listed as activators. 0.14% of 230,000 active. AID 1471, 2008;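 further: % of control where 0% means no effect; nearly all actives have a fitted effect of over 45% in size; toxic huntingtin expression switched on by the ecdysone agonist tebufenozide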
#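 ATP quantification (ATPlite) reports survival of PC12 cells in which tebufenozide, 100 nM final, switches on Htt exon 1 with 103 glutamines linked to GFP; compounds are titrated.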
# GAA spleen mod: qHTS Assay for Inhibitors and Activators of Human alpha-Glucosidase From Spleen Homogenate. Lysosomal alpha-glucosidase (Homo sapiens), P10253. human spleen homogenate, 4-MU-alpha-glucoside fluorescence. Potency, µM (highest dose often 79.9 µM), for the others: at the highest dose activity change, negative = inhibition, most hits filed as inhibitors. 0.006% of 240,000 active. AID 2112, 2009;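 further: 0% = enzyme with vehicle and -100% = no enzyme basal signal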
#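 AC50 values come from Hill-equation fits of concentration-response data, normalized to no-enzyme and full-activity controls. Enzyme source: 1 ug human spleen homogenate; 1 mM fluorogenic 4-MU glucoside, pH 5.0 citrate buffer, 37 C, 40 min.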
# Tau FP inhib: qHTS for Inhibitors of Tau Fibril Formation, Fluorescence Polarization; Microtubule-associated protein tau (Homo sapiens), P10636; K18 P301L tau heparin fibrillization, Alexa594 FP, 6 h; Potency, µM (series often up to 57.7 µM), inactives show top-dose activity, negative = inhibition, most hits filed as inhibitors; 0.39% of 280,000 active; further: on the % scale 0 is the no-effect control and ±100 the full control effect; nearly all actives have a fitted effect of over 55% in size
#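 FP of Alexa 594-tau after heparin (20 uM) induction. Substrate: human K18 P301L, 15 uM unlabeled, 0.24 uM labeled. Buffer 100 mM sodium acetate pH 7. 6 hr, 37 C.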
# GAA inhib: qHTS Assay for Inhibitors of Human alpha-Glucosidase as a Potential Chaperone Treatment of Pompe Disease; AID 1466, 2008; 0.005% of 200,000 active; purified human GAA, 4-MU-alpha-glucoside fluorescence; Potency, µM (top dose mostly 76.9 µM), for the others: at the top dose activity change, negative = inhibition, hits mostly inhibitors;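 further: plate controls were uninhibited enzyme wells for no effect and no-enzyme background for full effect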
#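 Fluorogenic assay: 4 nM human alpha-glucosidase with 400 uM 4-methylumbelliferyl-alpha-D-pyranoside in 50 mM citrate/phosphate, 0.005% Tween-20, pH 5.0, 20 min at room temperature. Compounds tested up to 77 uM; AC50 from Hill fits.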
# An asterisk follows results filed as active; ? = inconclusive; · = no result given; & = joins results of further samples; [ ] = dose if it differs, or a comment. The call rests on the fitted dose curve; in most records, active means well fitted curve in the direction sought with a large enough effect; inconclusive means small, poorly fitted or top-dose-only effect, or another doubt; inactive means no such curve, though single readings can be large; an effect the other way counts as inactive or inconclusive. Potency means the concentration at half of the fitted maximal effect. Compounds were not picked by outcome, and some 3.3% of all compounds hit somewhere here.
# Sample of the layout, 4 compounds:
SMILES,Tau fluor cs,Tau ThT inhib,GAA glycogen mod,GLA spleen mod,HTT cytoprotect,GAA spleen mod,Tau FP inhib,GAA inhib
Cc1cccc(C)c1N1C(=O)c2cccc([N+](=O)[O-])c2C1=O,-2%,-3%,-12%,-2%,-23%[10 µM],0%,-2%,5%
CCOC(=O)CCSc1nc(C)c2cc(OC)ccc2n1,-9%,-14%,0%,-4%,-1%[10 µM],-12%,5%,?
C=C1C(c2ccc(C)cc2)=CCc2cc(C)cc(C)c21,-12%,?,·,11%&2%,-148%[inhibitor],9%&-1%,4%,·
CCOC(=O)c1[nH]c(C)c(C(=O)NC(C)(C)C)c1C,0%,-1%,0%,-7%,1%,-11%,-1%,-9%

# This part in full, from the first entry:
SMILES,Tau fluor cs,Tau ThT inhib,GAA glycogen mod,GLA spleen mod,HTT cytoprotect,GAA spleen mod,Tau FP inhib,GAA inhib
Cc1cccc(C)c1N1C(=O)c2cccc([N+](=O)[O-])c2C1=O,-2%,-3%,-12%,-2%,-23%[10 µM],0%,-2%,5%
CCOC(=O)CCSc1nc(C)c2cc(OC)ccc2n1,-9%,-14%,0%,-4%,-1%[10 µM],-12%,5%,?
C=C1C(c2ccc(C)cc2)=CCc2cc(C)cc(C)c21,-12%,?,·,11%&2%,-148%[inhibitor],9%&-1%,4%,·
CCOC(=O)c1[nH]c(C)c(C(=O)NC(C)(C)C)c1C,0%,-1%,0%,-7%,1%,-11%,-1%,-9%
CC(=O)Nc1ccc([C@H]2[C@H](C)CC[C@H]3C(=O)N4[C@@H](CC[C@@H](C)[C@@H]4c4ccc(NC(C)=O)cc4)C(=O)N32)cc1,-13%,-6%,5%,9%,·,-4%,10%,-4%
O=C(CSc1n[nH]c(=O)[nH]c1=O)N/N=C/C=C/c1ccccc1,6%,3%,-7%,-5%,2%[10 µM],2%,6%,·
CNC(=O)Nc1ccc(Cn2cc(C(F)(F)F)ccc2=O)cc1,-2%,1%,7%,1%,-21%,·,-9%,-6%
Cc1ccc(S(=O)(=O)NCC(=O)OCN2C(=O)c3ccccc3C2=O)cc1,-6%,-14%,-7%,0%,-6%,-4%,-4%,1%
O=C(Nc1ccc(-c2nc3ccccc3o2)c(O)c1)c1cc(Cl)ccc1Cl,?,-15%,5%[76.3 µM],·,·,·,-8%,·
COc1ccc(-c2ccc(CNCCCN3CCOCC3)o2)cc1Cl,-5%,-6%,6%,-2%,·,0%,6%,8%
CCCCOC(=O)c1ccc(NC(=O)CSc2nnnn2C)cc1,-8%,-6%,-5%,-2%,-4%[10 µM],8%,-1%,1%
O=C(COC(=O)c1n[nH]c2ccccc12)NC(=O)NCc1ccco1,-8%,-11%,5%,1%,-11%,-7%,-1%,-4%
O=C(C1=NN(c2ccccc2)C2C(=O)N(c3ccccc3)C(=O)C12)c1ccccc1 (configuration not stated),9%,10%,-1%,8%,-15%[10 µM],4%,6%,3%
Cc1cccc(NC(=O)N2CCC(NC(=O)c3ccco3)CC2)c1,5%,7%,-9%,9%,-19%[10 µM],5%,4%,-1%
Clc1ccc(-c2cn(-c3ccc(Cl)cc3)c3[n+]2CCCCC3)cc1,-4%,-7%,2%,3%,2%[10 µM],2%,-1%,·
O=C(/C=C/c1ccc(OCc2cccc(Cl)c2)cc1)N1CCOCC1,-5%,-17%,0%,-20%,-38%,·,6%,-12%
Fc1cccc2sc(Nc3nc4cc5c(cc4s3)OCCO5)nc12,14µM*[quencher],?,4%,-2%,·,2%,-5%,?
COc1ccc(C2CC(c3ccc(C)o3)=NN2C(C)=O)cc1 (configuration not stated),0%,-5%,-6%,6%,6%[10 µM],6%,-10%,-9%
CC(C)c1ccc(/C=C(\C#N)c2nc(-c3ccc(O)cc3)cs2)cc1,8.9µM*[quencher],7.9µM*,-19%[76.3 µM],·,·,·,13µM*,·
COc1ccc(OC)c(Nc2nc(C3CC3)nc3c2nnn3Cc2ccccc2)c1,?,-11%,-10%,2%,-14%,-8%,5%,-1%

# Brought forward from above: two compounds, followed by the next part.
SMILES,Tau fluor cs,Tau ThT inhib,GAA glycogen mod,GLA spleen mod,HTT cytoprotect,GAA spleen mod,Tau FP inhib,GAA inhib
CC(C)c1ccc(/C=C(\C#N)c2nc(-c3ccc(O)cc3)cs2)cc1,8.9µM*[quencher],7.9µM*,-19%[76.3 µM],·,·,·,13µM*,·
COc1ccc(OC)c(Nc2nc(C3CC3)nc3c2nnn3Cc2ccccc2)c1,?,-11%,-10%,2%,-14%,-8%,5%,-1%
CCOC(=O)C1=C(O)C(=O)N(Cc2ccccc2)C1,-29%,?,-9%,2%,1%,0%,5%,·
CCS(=O)(=O)NCCc1ccc(OC)c(OC)c1,7%,6%,-7%,-2%,0%,-10%,-3%,-3%
O=C(Nc1ccccc1C(=O)Nc1cccnc1)c1ccccc1,-3%,-4%,6%,-2%,-42%[inhibitor],-4%,1%,-2%
O=C(Nc1ncccc1Cl)c1ccc2c(c1)OCCO2,5%,2%,-5%,-1%,-90%[inhibitor],·,5%,?
CCC(C)N1CC(O)=C(c2nc3ccccc3[nH]2)C1=N (configuration not stated),-5%,-5%,-1%,3%,-45%[inhibitor],1%,1%,-7%
O=c1c2ccccc2nc2n1CCCS2,-20%,?,-2%,5%,-14%,5%,-6%,0%
Cc1ccc(/C=C2/SC(=O)N(CC(=O)N3CCOCC3)C2=O)s1,-7%,?,0%,6%,·,-9%,8%,-4%
CCOC(=O)c1c(NC(=O)CSc2n[nH]c(-c3ccco3)n2)sc(C)c1C,?,-16%,-2%,-9%,3%,-2%,-9%,5%
COc1cccc(S(=O)(=O)NCc2ccc(C(=O)Nc3ccc(Cl)cc3)cc2)c1,-12%,4%,-4%,3%,8%[10 µM],-3%,?,?
CCCN1CCN(CCCNC(=O)CCNC(=O)Cn2ccc3ccccc3c2=O)CC1,2%,-1%,-17%,3%,8%,3%,2%,-15%
CCC(C)(NC(=O)c1ccc2c(c1)OCO2)C(=O)NC1CCCCC1 (configuration not stated),-4%,-7%,3%,-4%,4%,2%,2%,1%
N#CNC1=NCN(CCc2ccccc2)CN1,-1%,-5%,4%,12%,10%,-6%,-4%,-1%
COc1ccc(C2SCCN2C(=S)Nc2cccc(Cl)c2)cc1 (configuration not stated),?,-12%,9%,-1%,-16%[10 µM],2%,?,?
CC(=O)Nc1ccc(-c2nnc(SCC(=O)c3ccc([N+](=O)[O-])cc3)o2)cc1,?,?,8%[76.3 µM],·,·,·,0%,·
O=c1n(Cc2ccccc2)nc2n1-c1ccccc1SC2,0%,0%,5%,5%,-10%[10 µM],0%,-1%,·
Cc1cc(N2CCOCC2)cc(C)[n+]1[O-],6%,5%,3%,4%,-24%[10 µM],-5%,0%,0%
CCNC(=O)CC1C(=O)N(c2ccc(OC)cc2)C(=O)N1Cc1ccc(OC)cc1 (configuration not stated),-4%,-13%,0%,6%,-3%,4%,-3%,5%
Cc1nnc(OCc2nc3ccccc3n2C)c2ccccc12,7%,-2%,-25%,-4%,-3%,-6%,-5%,-10%
CCC(C)(C)n1nnnc1C(c1ccc(N(C)C)cc1)N1CCN(C2CCCCC2)CC1 (configuration not stated),-10%,-12%,0%,2%,7%[10 µM],-1%,3%,-3%
CCn1c(CCNC(=O)c2ccc(C)cc2)nnc1SCc1ccc(Cl)c(Cl)c1,-11%,-16%,-2%,6%,27%[10 µM],2%,3%,1%
Cc1cc(NCc2ccccc2)n2ncnc2n1,11%,3%,-2%,10%,-1%[10 µM],5%,3%,?
COc1ccc(C[C@H]2CN3C(=NC[C@@H]3C(C)C)N2C[C@H](C)NC(=O)c2ccc(C)c(Br)c2)cc1,0%,-6%,10%,-4%,-4%[10 µM],-1%,8%,·
CCOC(=O)c1cc2c(=O)n3ccccc3nc2n(CCCOC)c1=NC(=O)c1cccnc1,-4%,-8%,6%,?,-5%[10 µM],9%,-3%,?
Cc1noc(C)c1S(=O)(=O)N(CC(=O)NCc1ccccc1Cl)c1ccc(C(C)C)cc1,-21%,-14%,18%[76.3 µM],·,·,·,-11%,·
CCOC(=O)c1sc2nc3c(cc2c1N)COC(C(C)C)C3 (configuration not stated),-10%,-11%,6%,5%,-25%,5%,-3%,-3%
Cc1ccccc1OCCn1c(-c2ccc(Cl)cc2)nc2ccccc2c1=O,-16%,-18%,-9%[76.3 µM],·,·,·,?,·
CCc1ccc(NC(=O)Cn2c(=O)n(CCCCC(=O)NCCc3ccccc3)c(=O)c3ccccc32)cc1,-12%,3%,15%[76.3 µM],·,·,·,-9%,·
CCCN1Cc2cccc(C(=O)N3CCN(c4ccccc4)CC3)c2C1=O,-8%,-4%,6%,2%,-3%,2%,-5%,-9%
CCOC(=O)C1=C(C)NC(=O)NC1c1ccc(NC(C)=O)cc1 (configuration not stated),2%,-2%,-9%,3%,-17%[10 µM],6%,-4%,-11%
CC(=O)Nc1cccc(NC(=O)CSc2ncc(-c3ccccc3)[nH]2)c1,-6%,-8%,-7%,8%,4%[10 µM],6%,-5%,-1%
O=C(N/N=C/c1ccsc1)c1ccccn1,-3%,-5%,?,4%,-94%[inhibitor],0%,-2%,-12%
CCOc1ccc2nc(SCc3ccccc3C#N)sc2c1,?,?,2%,-2%,-52%,-10%,-13%,-4%
Cc1csc(NC(=O)c2cc[n+]([O-])cc2)n1,3%,-4%,10%,3%,-32%[inhibitor],-2%,-2%,-5%
C=CCn1c(-c2cccc(S(=O)(=O)N(CC)CC)c2)n[nH]c1=S,-3%,-2%,-10%,16%,-38%[inhibitor],4%,-1%,-8%
CCN(C(=O)CSc1nnc2nc(C)cc(C)n12)c1ccccc1,-5%,0%,9%,-1%,10%[10 µM],-1%,-6%,-3%
